Source: PubChem BioAssay (several laboratories)
CDK5 p35 inh = CDK5/p35 (human) kinase inhibition. Recombinant CDK5/p35, ADP-Glo luminescence, 60 min. inhibition, % at 10 µM. 330,000 tested, 0.01% active. AID 488839;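 active means highest replicate inhibition of at least 50% and at least 75% of replicates reaching 50%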;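 further: plate controls were DMSO neutral control for no effect and GW8510 at 10 µM for full effect; many of its hits are not listed in these tables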
HTR5A inv ag = HTR5A inverse agonism, opioid heterodimer counter-screen; P47898; HTR5A cell line, luminescence; inhibition, % at 9.3 µM; 340,000 tested, 0.083% active; AID 504634; in the data active means inhibition mostly above about 23%, no sharp cut-off; inactive means mostly below about 18%;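 further: 0% = cells with DMSO and 100% = no-cell wells with DMSO; some compounds called inactive have numbers as strong as hits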
Target sequence (P47898 whole entry, looked up): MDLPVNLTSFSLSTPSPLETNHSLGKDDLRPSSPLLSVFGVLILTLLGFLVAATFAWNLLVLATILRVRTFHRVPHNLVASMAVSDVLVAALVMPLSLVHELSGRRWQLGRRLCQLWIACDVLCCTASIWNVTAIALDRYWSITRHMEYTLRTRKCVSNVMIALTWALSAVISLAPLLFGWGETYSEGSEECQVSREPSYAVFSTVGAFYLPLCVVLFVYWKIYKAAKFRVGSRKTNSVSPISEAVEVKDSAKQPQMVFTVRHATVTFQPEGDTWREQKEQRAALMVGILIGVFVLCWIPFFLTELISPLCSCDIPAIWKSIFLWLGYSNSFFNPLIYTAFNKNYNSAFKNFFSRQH
SR-BI DiI inh = inhibitors of mouse SR-BI mediated HDL lipid uptake | Q61009 | ldlA[mSR-BI] CHO cells, DiI-HDL uptake fluorescence, 3 h | inhibition, % at 12.5 µM | 320,000 tested, 0.96% active | AID 488896;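 active means mean replicate inhibition of at least 70% and a set share of replicates each scoring 70 or more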;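 further: 0% = median of neutral control wells and 100% = median of positive control wells; values of inactives mirror those of a sister screen read the other way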
dFosB activator = mouse delta FosB homodimer activation | AID 493131 | activation, % at 25 µM | purified delta FosB, TAMRA-CDK5 oligo fluorescence polarization; percent of positive-control signal above neutral wells | P13346 | 340,000 tested, 0.99% active;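 active means mean activation above about 17%, with every replicate also reaching it, limit read from the data, passing the limit was not always enough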;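 further: fluorescence polarization rise as delta FosB binds a TAMRA Cdk5 AP-1 oligo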
Target sequence (P13346 whole entry, looked up): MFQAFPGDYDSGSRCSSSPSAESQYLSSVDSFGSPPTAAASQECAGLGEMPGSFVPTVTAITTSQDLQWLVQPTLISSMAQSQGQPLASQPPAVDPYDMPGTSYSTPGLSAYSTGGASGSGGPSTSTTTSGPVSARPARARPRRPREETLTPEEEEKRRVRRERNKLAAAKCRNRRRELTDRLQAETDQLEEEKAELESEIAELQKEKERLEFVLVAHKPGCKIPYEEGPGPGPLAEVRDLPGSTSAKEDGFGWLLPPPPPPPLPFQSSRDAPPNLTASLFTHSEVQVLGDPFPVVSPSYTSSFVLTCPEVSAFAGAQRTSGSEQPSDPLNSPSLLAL
MITF act = increases MITF-driven TRPM1 promoter luciferase signal; activation, % at 12.5 µM; SK-MEL-5 TRPM1-promoter luciferase, 24 h; % of positive control, neutral wells = 0; 300,000 tested, 0.75% active;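 active means mean activation of at least 80% with every replicate also reaching 80%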;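 further: 0% = neutral control wells and 100% = parthenolide positive control wells; values of inactives mirror those of a sister screen read the other way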
HTR5A ag ctr = activates human HTR5A in OPRM1-OPRD1 agonist counter-screen | P47898 | HTR5A agonist assay, luminescence, cell-based | activation, % at 9.3 µM | 340,000 tested, 0.61% active | AID 504692; in the data active means activation mostly above about 9.5%, no sharp cut-off; inactive means mostly below about 7.6%;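 further: 0% = cells with vehicle only and 100% = reference agonist; strong numbers were not always called active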
Wnt act = activators of Wnt/beta-catenin signaling; AID 743398; Wnt/beta-catenin reporter cell assay, activator, plate reader; activation, % at 9.35 µM; 300,000 tested, 1.2% active; in the data active means activation above about 30%, passing the limit was not always enough;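 further: 0% = neutral control wells and 100% = positive control wells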
V-ATPase pHluor = yeast V-ATPase proton transport regulation by pHLuorin; AID 504577; response, % at 10 µM; 350,000 tested, 0.37% active; S. cerevisiae, pHLuorin cytosolic pH fluorescence; in the data active means response mostly above about 7.3%, no sharp cut-off; inactive means mostly below about 5.4%; further: actives read high; inactives centre near 0; some compounds called inactive have numbers as strong as hits; reference of the scale not given here
NSD2 HMT inh = inhibitors of human histone methyltransferase NSD2 | O96028 | NSD2 peptide methylation, AlphaScreen, 120 min | inhibition, % at 12.5 µM | 310,000 tested, 0.54% active; in the data active means inhibition above about 50%
PvdQ acylase = P. aeruginosa PvdQ acylase inhibition; AID 488965; purified PvdQ acylase, fluorescence plate reader; 340,000 tested, 0.063% active; inhibition, % at 10 µM; in the data active means inhibition above about 30%, passing the limit was not always enough;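 further: 0% = vehicle neutral wells and 100% = reference inhibitor wells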
* = called active by the depositor; · = not tested or not shown.

SMILES	CDK5 p35 inh	HTR5A inv ag	SR-BI DiI inh	dFosB activator	MITF act	HTR5A ag ctr	Wnt act	V-ATPase pHluor	NSD2 HMT inh	PvdQ acylase
Cc1nc2ncnn2c(N2CCCC(C(=O)Nc3ccccc3Br)C2)c1C (centres undefined)	0.0	-3	-18	-1	-7	1	-2	-1	3	18
Cc1cc(NC(=O)c2sc(Nc3ccc(F)cc3)nc2N)no1	-0.5	-15	34	-11	31	1	3	1	3	-5
COc1ccc(-n2nnnc2/C(=C/N(C)C)C(=O)c2ccccc2)cc1	-0.2	-17	-17	0	-6	4	2	3	1	-14
COCCNC(=O)CCC(=O)NNc1nc2ccccc2c2nc(-c3ccccc3)nn12	0.2	12	-11	-26	-9	-4	1	-1	-2	2
C=CCn1c(SC(C)C#N)nc2sc(CC)cc2c1=O (centres undefined)	1.1	-7	4	4	-4	5	-1	-1	-5	-3
COc1ccc(C(=O)NNC(=O)c2ccccc2[N+](=O)[O-])cc1	0.0	-8	-19	4	25	-3	10	2	-1	8
C[C@H](CO)N1C[C@H](C)[C@@H](CN(C)S(=O)(=O)c2ccccc2)Oc2ccc(NC(=O)Nc3ccccc3)cc2C1=O	6.1	-4	17	-13	-1	1	-2	2	·	4
COc1ccccc1Nc1nnc(SCC(=O)c2cc(C)n(CC3CCCO3)c2C)s1 (centres undefined)	0.1	-3	33	-4	7	1	·	·	-2	2
CC(=O)N1CC[n+]2c(-c3ccc(Cl)cc3)csc21	2.8	-10	43	-1	-13	2	2	-1	-3	-27
Cc1cc(NC(=O)c2ccno2)no1	1.5	-11	-3	3	-13	2	-2	-3	-1	-5
CCO/C=C1\C(=O)N(CC)c2ccccc21	-0.8	0	15	-3	·	2	-3	2	-7	-7
O=C(NC1CCCCCCC1)c1cccc(Cl)c1	1.0	0	10	-2	64	0	20	-1	-4	74*
Cc1ccc(Cl)cc1NC(=S)N(Cc1cccnc1)Cc1ccccc1Cl	-0.4	27	-13	-2	-7	6	2	-3	1	-13
Cc1c(Cc2ccccc2)c(=O)oc2cc(OCC(=O)NC(Cc3ccc(Cl)cc3)C(=O)O)ccc12 (centres undefined)	-0.8	11	9	-13	0	-4	1	-1	·	0
CNC[C@H](CC1CCCCC1)NC[C@H](CO)NCC1(c2ccccc2)CC1	0.4	-26	-35	0	-63	9	-2	1	·	-9

The final 2 entries of the part above are carried over, then new ones follow.
SMILES	CDK5 p35 inh	HTR5A inv ag	SR-BI DiI inh	dFosB activator	MITF act	HTR5A ag ctr	Wnt act	V-ATPase pHluor	NSD2 HMT inh	PvdQ acylase
Cc1c(Cc2ccccc2)c(=O)oc2cc(OCC(=O)NC(Cc3ccc(Cl)cc3)C(=O)O)ccc12 (centres undefined)	-0.8	11	9	-13	0	-4	1	-1	·	0
CNC[C@H](CC1CCCCC1)NC[C@H](CO)NCC1(c2ccccc2)CC1	0.4	-26	-35	0	-63	9	-2	1	·	-9
CC1CCN(C(=O)COC(=O)c2nn(C)c(=O)c3ccccc23)CC1	-1.7	10	-4	-6	-7	2	-2	-2	-2	-11
CCN1CCN(S(=O)(=O)c2ccc(Cl)c(C(=O)NC3CCCC3)c2)CC1	0.8	0	-25	-6	9	6	-2	-2	-2	7
C=CCSc1nnc(C)c(/C=C/Nc2ccc(Cl)cc2)n1	-0.4	·	49	-8	12	·	0	4	-2	-14
O=C1CCCC2=C1C(c1cccs1)n1nc(SCc3ccccc3F)nc1N2 (centres undefined)	0.4	-20	1	-1	8	10	-4	0	-1	2
CC(=O)c1c(C)n(CCc2ccc(Cl)cc2)c2ccc(O)cc12	0.5	10	39	4	·	-3	0	0	5	4
CC1(C(=O)NCc2ccc(Cl)c(Cl)c2)Oc2cccnc2NC1=O (centres undefined)	0.5	-14	-11	-1	-14	2	2	-2	-3	-5
COc1cccc(C2=NOC(C(=O)NCC3CCCO3)C2)c1 (centres undefined)	2.3	-7	10	-4	17	0	1	4	·	-8
CCCN(CCC)CCCNC(=O)Cn1cnc2sc(C)c(S(=O)(=O)N3CCC(C)CC3)c2c1=O	-0.2	8	-17	-4	17	6	0	-4	6	9
O=C(O)c1ccc(OCc2occc2C(=O)O)cc1	-3.6	-15	-10	-2	5	1	-7	17*	3	-7
C=CCc1c(NCCO)nc(C)[nH]c1=O	1.4	2	-5	-3	2	-1	·	0	-3	-4
CCSc1nc(O)c(Cc2ccccc2)c(=O)[nH]1	-1.5	-21	3	2	·	8	·	2	9	-9
CCOC(=O)c1c(C)[nH]c(C(=O)N2CCc3cc(OC)c(OC)cc3C2)c1C	1.0	-5	-4	-3	-8	4	-2	-6	7	2
O=C(Nc1ccccc1-c1nc2ccccc2s1)c1ccco1	-1.0	-13	70	-14	-12	-8	·	0	-11	-7
CCN(c1ccc(NC(=O)CSc2ccc3c(c2)OCCO3)cc1)C(C)C	2.0	1	6	-16	-10	0	1	0	4	4
CCOC(=O)N1CCN(C(=O)CCS(=O)(=O)c2ccc3c(c2)CC(C)N3C(=O)CC)CC1 (centres undefined)	-0.8	16	-6	-3	8	6	-3	5	-5	-7
COc1ccc([C@H]2/C=C\CN(C(=O)c3ccccc3)[C@@H](C)C(=O)N2Cc2ccc(F)cc2)cc1	0.0	-9	-11	-8	7	2	-2	0	·	-11
Cc1ccc(C(NC(=O)NCCCN2CCOCC2)=C(Cl)Cl)cc1F	-1.1	5	-35	-5	-11	0	-9	1	-4	-22
CCCCCCCCNCCS(=O)(=O)NN1CCOCC1	-1.2	-15	-21	3	7	4	-1	-3	·	0
Cc1onc(-c2c(F)cccc2Cl)c1C(=O)Nc1ccc(S(=O)(=O)Nc2ncccn2)cc1	0.1	-8	-18	-5	-7	3	·	-2	-2	-3
Cc1cc(C)cc(NC(=O)Cn2nnc(C(=O)NCc3ccco3)c2N)c1	1.4	10	-4	32*	-3	0	1	-3	-1	6
O=C(CC1(CC(=O)N2CCOCC2)CCCC1)Nc1ccc(F)cc1	-0.7	-11	-8	1	-2	3	1	-1	·	-16
Cc1nnc(N)s1	-1.1	4	-6	-2	·	3	0	1	-2	-1
O=C(Cn1cnc2c(oc3ccccc32)c1=O)NCc1ccccc1	1.0	2	-16	-11	7	-1	0	-1	·	0
O=C(c1cccs1)N1CCC(c2nc3c(nnn3Cc3cccc(Cl)c3)c(=O)[nH]2)CC1	-5.3	-10	·	-16	7	3	0	-5	4	-24
Cc1ccc2c(CN3CCCCC3CCO)cc(=O)oc2c1 (centres undefined)	-0.6	-8	10	-6	-19	2	1	0	9	-17
N#Cc1sc(NCc2ccccc2)nc1Cl	-3.5	11	-2	1	3	2	5	-1	-4	5
Cc1cc(C)c(NC(N)=S)c(C)c1	0.2	·	-9	-3	·	·	0	0	9	-5
O=C(NC1CCCCCC1)c1cc2ccccc2oc1=O	1.4	-3	3	-13	·	1	22	0	-4	-8
COc1ccc(NC(=O)CN(C)S(=O)(=O)c2ccc3c(c2)OCCO3)c2ncccc12	-1.4	4	12	4	·	3	0	5	-1	-6
CC1CCN(CCCn2c(=S)[nH]c3ccccc3c2=O)CC1	-0.9	-14	5	-8	-3	6	-3	2	-2	-2
O=C(NC1CCCC1)C(c1ccncc1)N(Cc1cccs1)C(=O)c1csnn1 (centres undefined)	0.0	13	4	-5	·	-4	·	4	2	-10
Cc1cccc(-n2c(-c3csc(C(C)C)c3)n[nH]c2=S)c1	1.8	-4	-4	-9	7	-2	·	0	4	-16
Cc1ccc(-c2nc3ccccc3[nH]2)s1	4.7	1	-33	-7	61	1	·	-1	2	-23
Cc1cc(C)c(N(C(=O)CN2C(=O)c3ccccc3S2(=O)=O)C(C(=O)NCC2CCCO2)c2ccc(F)cc2)c(C)c1 (centres undefined)	3.2	-29	-15	-3	-2	0	·	0	-3	-8
Cc1ccc(NC(=O)COC(=O)c2ccn(C)n2)cc1	-0.5	6	4	-5	-3	-2	0	-2	1	-2
Clc1ccccc1OCc1nc(-c2ccncc2)no1	-0.3	-12	21	-6	77	4	·	4	-1	-8
O=C(Nc1ccc2c(c1)OCO2)C1CCCN1C(=O)Nc1cccc(F)c1 (centres undefined)	-2.1	31	9	1	4	2	·	1	-1	-5
O=C(NN1CCOCC1)c1ccc(S(=O)(=O)N2CCCCC2)cc1	-0.1	-32	·	-1	-8	-3	0	-1	-2	5
CC(=O)Nc1ccc(S(=O)(=O)Nc2cccc(-c3nc4cc(C)ccc4o3)c2)cc1	-0.1	-18	·	-10	4	-4	3	-1	3	2
O=C(NNC(=O)c1ccccc1Br)c1ccc(SCC2CCCO2)c([N+](=O)[O-])c1 (centres undefined)	-4.0	4	24	-16	-1	-3	·	1	4	-10
COc1ccc(/C=N/c2c(-c3ccc(OC)cc3)nc3n2CCS3)cc1	1.6	10	70	-7	14	5	·	0	·	-6
CCCNC(=O)c1cc(-c2ccc(OC)cc2)on1	-0.2	-4	-13	2	41	-6	·	1	-1	11
COc1ccc(C2CC(C(F)(F)F)n3ncc(C(=O)NCC4CCCO4)c3N2)cc1OC (centres undefined)	-2.8	10	3	-3	-2	-6	·	-2	0	-1
CCOC(=O)N1CCN(C(=O)CC(=O)Nc2ccc3nc4n(c(=O)c3c2)CCCCC4)CC1	0.0	-7	4	-7	14	0	·	-1	-4	-17
COc1ccccc1NC(=O)/C=C\C(=O)O	-0.7	3	13	0	-6	-1	-4	-2	·	7
CC1(C)CC(=O)C=C(NCc2ccc(Cl)c(Cl)c2)C1	0.1	3	6	3	-14	-1	-6	1	5	-4
CCOc1ccccc1OCCN1CCCC1	2.7	12	-18	-9	·	-3	5	-4	-2	-13
O=C(NCc1nnnn1-c1cccc(F)c1)c1ccc(S(=O)(=O)N2CCOCC2)cc1	1.7	-28	-16	0	3	9	1	2	-1	8
CCC(C)NC(=O)C1CCN(C(=O)c2ccccc2)CC1 (centres undefined)	0.1	-3	-40	5	-8	1	-1	-1	·	-1
Cc1cc(C)cc(N(C(=O)CNS(=O)(=O)c2ccccc2)C(C(=O)NCc2ccccc2)c2ccc(C)o2)c1 (centres undefined)	1.0	-6	-31	4	-8	-3	1	-3	-1	10
O=C(N/N=C/c1cccs1)c1cc(-c2cccc3ccccc23)n[nH]1	2.0	-26	0	5	18	-3	·	-3	-7	-15
O=C(O)c1ccc(-c2noc(-c3ccccc3F)n2)cc1	8.4	-9	-28	0	5	-3	16	1	·	-4
Cc1cc(/C=N/n2c(COc3ccccc3C)nc3ccccc3c2=O)c(O)c([N+](=O)[O-])c1	-2.4	-15	144*	-23	7	5	1	0	11	-5
ClC(Br)=C(n1cnc2ccccc21)n1cnc2ccccc21	0.6	17	-43	-4	-4	-6	-2	-3	0	-4
C=CCn1c(SCC(=O)N(C)C)nc2sc3c(c2c1=O)CCC3	-1.0	-25	-6	-11	-7	4	1	-4	0	-2
COc1ccc(N(C(=O)c2snc(C(N)=O)c2N)C(C(=O)NC2CCCC2)c2ccco2)cc1OC (centres undefined)	-0.7	5	·	-3	-7	-2	-1	-2	0	3
Cc1ccc(N2C(=O)C3C4C=CC(CNC(=S)Nc5cccc(Cl)c5)(O4)C3C2=O)cc1 (centres undefined)	1.4	-1	38	0	-9	2	-4	2	0	-10
Cc1ccccc1C(=O)Nc1ccnn1C1CCN(C(=O)c2cnsn2)CC1	-0.6	-5	22	-6	3	-5	-1	-1	-4	5
